# CatL block = inhibitors of human cathepsin L, biochemical. inhibition, %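 (tested at 10 µM)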. purified cathepsin L, fluorogenic substrate, fluorescence. 58,000 tested, 0.17% active; in the data active = inhibition above about 45%;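 note: 0% = enzyme with no compound and 100% = no enzyme blank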
# Target sequence (P07711 114-288 limits assumed): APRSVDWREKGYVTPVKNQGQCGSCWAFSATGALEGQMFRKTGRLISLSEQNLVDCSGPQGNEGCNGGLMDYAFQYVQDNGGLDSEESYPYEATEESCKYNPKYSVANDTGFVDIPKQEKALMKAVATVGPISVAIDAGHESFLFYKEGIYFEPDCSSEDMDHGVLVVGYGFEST
# Target sequence (P07711 292-333 limits assumed): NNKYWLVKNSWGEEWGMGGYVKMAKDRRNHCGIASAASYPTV
# Cathepsin G inh = human cathepsin G inhibitors, primary screen, biochemical, pooled compound mixtures, AMC fluorescence. 62,000 tested, 0.2% active. purified enzyme, AMC-tetrapeptide fluorescence. inhibition, % at 5 µM (by protocol). P08311. AID 581, 2007;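 active = inhibition above 20% in each of the two mixture wells holding the compound; inactive = inhibition of 20% or less in either well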;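 note: 0% = enzyme control without mixture and 100% = blank lacking enzyme; strong numbers were not always called active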
# Target sequence (P08311 21-244 limits assumed): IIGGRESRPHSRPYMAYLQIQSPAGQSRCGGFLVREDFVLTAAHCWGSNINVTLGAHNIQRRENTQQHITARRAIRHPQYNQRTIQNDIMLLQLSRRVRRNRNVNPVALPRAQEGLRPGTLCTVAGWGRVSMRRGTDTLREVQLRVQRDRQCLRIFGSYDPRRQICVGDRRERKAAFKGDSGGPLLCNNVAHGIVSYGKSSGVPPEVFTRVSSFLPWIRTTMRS
# ROCK2 inh = inhibitors of human ROCK2 kinase, primary screen, biochemical, high-throughput, luminescence; 60,000 tested, 0.35% active; AID 604, 2007; Rho-associated protein kinase 2 (Homo sapiens), O75116; purified ROCK2, Kinase-Glo ATP depletion luminescence; inhibition, % at 6 µM;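 active = inhibition above the screen-wide mean inhibition plus 3 SD, cut at about 18% in these data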;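 note: plate controls were DMSO wells for no effect and Y-27632 control wells after no-enzyme background subtraction for full effect; many of its hits are not listed in these tables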
# CatB mixtures = cathepsin B inhibitors from pooled compounds, primary screen, biochemical, compound mixtures, AMC fluorescence; Purified cathepsin B, AMC dipeptide fluorescence; inhibition, %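 (ten-compound pools at 5 µM per compound and 50 µM total)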; 62,000 tested, 0.06% active; AID 488, 2006; in the data active = inhibition above about 22%, passing the limit was not always enough;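 note: 0% = enzyme without compound and 100% = no enzyme blank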
# PKA kinase inh = inhibitors of human PKA kinase activity, primary screen, biochemical, ATP-depletion luminescence, Kemptide substrate; AID 524, 2006; 65,000 tested, 0.1% active; inhibition, % at 6 µM; PKA Kemptide phosphorylation, Kinase-Glo ATP luminescence; cAMP-dependent protein kinase catalytic subunit alpha (Homo sapiens), P17612;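 active = inhibition above the screen-wide mean inhibition plus 3 SD, cut at about 21% in these data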; note: many of its hits are not listed in these tables
# HER2 expr 66K = inhibitors of Her2 protein expression, primary screen, SKBR-3 cells, AlphaScreen, 66K library. SKBR-3 HER2 protein level, 18-24 h; stronger effect = lower value. 65,000 tested, 0.69% active. Receptor tyrosine-protein kinase erbB-2 (Homo sapiens), P04626. HER2 level % of control, % at 10 µM;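 active = HER2 level under 5% of the carrier-only control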;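 note: 100% = DMSO carrier and 0% = 500 nM PU-H71 HSP90 inhibitor; lower value means stronger loss of Her2 protein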
# CatS block = inhibitors of human cathepsin S, biochemical, compound mixtures; P25774; recombinant cathepsin S, AMC dipeptide fluorescence, pooled mixtures; inhibition, %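 (tested at 5 µM per compound within 10-compound mixtures)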; 62,000 tested, 0.06% active; in the data active = inhibition above about 32%, passing the limit was not always enough;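 note: 0% = enzyme without compound and 100% = blank without enzyme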
# Target sequence (P25774 115-331 limits assumed): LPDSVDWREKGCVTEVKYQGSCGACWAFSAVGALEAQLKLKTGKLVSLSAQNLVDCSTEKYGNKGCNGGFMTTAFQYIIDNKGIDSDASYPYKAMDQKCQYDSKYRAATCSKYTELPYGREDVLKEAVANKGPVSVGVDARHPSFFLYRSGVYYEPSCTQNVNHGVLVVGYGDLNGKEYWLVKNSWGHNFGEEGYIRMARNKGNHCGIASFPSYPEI
# CatB inh = human cathepsin B inhibitors, primary screen, biochemical, fluorogenic substrate | P07858 | purified cathepsin B, fluorescence | inhibition, %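 (tested at 10 µM)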 | 63,000 tested, 0.1% active | AID 453, 2006; in the data active = inhibition above about 21%;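 note: 0% = enzyme with no compound and 100% = no enzyme blank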
# C1s block = complement C1s protease inhibitors, primary screen, biochemical, 10-compound mixtures; Complement C1s subcomponent (Homo sapiens), P09871; purified C1s, fluorogenic AMC substrate, pooled mixtures; mean inhibition % of two 10-compound mixtures (stronger effect = higher value), % at 5 µM (by protocol); 62,000 tested, 0.16% active;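 active = inhibition above 20% in each of the two 10-compound mixture wells holding the compound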;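 note: 0% = enzyme wells lacking compound mixture and 100% = no-enzyme blank wells; some compounds called inactive have numbers as strong as hits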
# * marks the source's active call; other numbers are inactive results; · = no result given. Only part of the results is shown (hit frequency here may not be typical).
# Sample of the layout (2 entries):
1	CC(C)N(Cc1nc2ccccc2[nH]1)C(C)C
2	O=C(CCNS(=O)(=O)c1cccs1)N1CCc2ccccc2C1

Assay by compound	1	2
CatL block	·	1
Cathepsin G inh	9	6
ROCK2 inh	7	3
CatB mixtures	1	0
PKA kinase inh	8	6
HER2 expr 66K	91	77
CatS block	-2	-2
CatB inh	6	-1
C1s block	12	-3

# All compounds of this part (from the top)
1	CC(C)N(Cc1nc2ccccc2[nH]1)C(C)C
2	O=C(CCNS(=O)(=O)c1cccs1)N1CCc2ccccc2C1
3	COc1ccccc1NC(=O)CC(NCc1ccccc1)C(=O)O (stereo not given)
4	Cc1ccc2[nH]c(=O)c(C(c3nnnn3CC3CCCO3)N3CCc4ccccc4C3)cc2c1 (stereo not given)
5	CCCC(=O)Nc1ccc(OCC(=O)OC)cc1
6	CCOC(=O)C1=C(N)Oc2cc(C)[nH]c(=O)c2C1c1ccncc1 (stereo not given)
7	Cc1cccc(NC(=O)c2c(C)cc(=O)oc2C)n1
8	CC(C)C(NC(=O)C1CCCCC1)C(=O)Nc1ccc2c(c1)OCCO2 (stereo not given)

Assay by compound	1	2	3	4	5	6	7	8
CatL block	·	1	-11	4	5	8	10	8
Cathepsin G inh	9	6	13	-6	10	3	·	-7
ROCK2 inh	7	3	7	1	4	-1	6	1
CatB mixtures	1	0	5	0	5	-1	·	3
PKA kinase inh	8	6	8	4	5	-1	3	3
HER2 expr 66K	91	77	79	79	91	117	85	81
CatS block	-2	-2	-6	-3	9	-10	·	6
CatB inh	6	-1	2	4	0	3	6	5
C1s block	12	-3	16	-26	-11	-48	·	-47

# In another format: results already given.
2) O=C(CCNS(=O)(=O)c1cccs1)N1CCc2ccccc2C1
  CatL block: 1
  Cathepsin G inh: 6
  ROCK2 inh: 3
  CatB mixtures: 0
  PKA kinase inh: 6
  HER2 expr 66K: 77
  CatS block: -2
  CatB inh: -1
  C1s block: -3

3) COc1ccccc1NC(=O)CC(NCc1ccccc1)C(=O)O (stereo not given)
  CatL block: -11
  Cathepsin G inh: 13
  ROCK2 inh: 7
  CatB mixtures: 5
  PKA kinase inh: 8
  HER2 expr 66K: 79
  CatS block: -6
  CatB inh: 2
  C1s block: 16

4) Cc1ccc2[nH]c(=O)c(C(c3nnnn3CC3CCCO3)N3CCc4ccccc4C3)cc2c1 (stereo not given)
  CatL block: 4
  Cathepsin G inh: -6
  ROCK2 inh: 1
  CatB mixtures: 0
  PKA kinase inh: 4
  HER2 expr 66K: 79
  CatS block: -3
  CatB inh: 4
  C1s block: -26

5) CCCC(=O)Nc1ccc(OCC(=O)OC)cc1
  CatL block: 5
  Cathepsin G inh: 10
  ROCK2 inh: 4
  CatB mixtures: 5
  PKA kinase inh: 5
  HER2 expr 66K: 91
  CatS block: 9
  CatB inh: 0
  C1s block: -11

# (further entries)
9	O=C(O)CCc1ccc(-c2ccccc2)n1NC(=O)c1ccco1
10	Cc1nc2sccn2c(=O)c1CCN1CCC(=C(c2ccc(F)cc2)c2ccc(F)cc2)CC1
11	COc1ccc(OC)c(NC(=O)C2C3CC4OC(=O)C2C4C3)c1 (stereo not given)
12	CCCCC(O)(C(NC=O)C(=O)OC)C(F)(F)F (stereo not given)
13	COc1cccc(-c2cc(C(=O)Nc3c(C)nn(Cc4ccccc4)c3C)no2)c1
14	Oc1ccc(C(c2nnnn2C2CCCC2)N2CCc3ccccc3C2)cc1 (stereo not given)
15	CCn1c(SC)nnc1-c1sc2cc(Cl)ccc2c1Cl
16	O=C(Nc1cc(Cl)ccc1O)c1cc2n(n1)C(C(F)(F)F)CC(c1ccc3c(c1)OCO3)N2 (stereo not given)

Assay by compound	9	10	11	12	13	14	15	16
CatL block	3	-3	18	-6	10	-2	10	-2
Cathepsin G inh	2	10	10	2	7	2	10	-10
ROCK2 inh	6	-1	-5	-6	4	2	3	2
CatB mixtures	-2	3	5	7	5	5	5	-2
PKA kinase inh	8	-7	10	-7	8	2	-2	1
HER2 expr 66K	51	100	111	84	56	135	29	·
CatS block	7	-4	6	-1	1	2	14	1
CatB inh	-7	0	2	1	4	-3	-3	-5
C1s block	-8	9	21	-7	16	0	15	-79

17	O=S(=O)(c1ccccc1)N1CCSC1c1ccco1 (stereo not given)
18	N#CCCN1CCN(Cc2cc(-c3ccccc3)ccc2O)CC1
19	COc1cccc(OCc2nc3ccccc3[nH]2)c1
20	CCCn1c(CNC(=O)c2cccs2)nc2ccccc21
21	C=CCNC(=O)COc1ccc(Br)cc1Cl
22	O=C(C1=C(O)C(=O)N(CCN2CCOCC2)C1c1ccccc1)c1cccs1 (stereo not given)
23	CN(C)CCNC(=O)c1cc2c(=O)n(C)c3ccccc3c2n1C
24	CCOC(=O)CSc1nc2ccc(N3CCOCC3)cc2c(=O)n1Cc1ccc2c(c1)OCO2

Assay by compound	17	18	19	20	21	22	23	24
CatL block	0	1	12	2	·	5	17	-5
Cathepsin G inh	-9	-1	-2	0	10	8	7	6
ROCK2 inh	-2	5	·	-5	3	3	2	·
CatB mixtures	-2	-1	3	1	2	3	2	1
PKA kinase inh	-4	4	·	2	4	5	8	5
HER2 expr 66K	116	93	109	81	78	85	90	106
CatS block	9	-4	-6	-2	13	-5	82*	-2
CatB inh	1	2	2	1	5	5	2	0
C1s block	-11	35	-7	7	12	10	1	-5

25	O=C(NCc1ccc(Cl)cc1)c1noc2c1CCCCC2
26	COC(=O)c1ccc(CSc2nc3c(cnn3-c3ccc(F)cc3)c(=O)[nH]2)o1
27	Cc1ccc(S(=O)(=O)N(CC(O)CN2CCCCC2)c2ccccc2)cc1 (stereo not given)
28	N#Cc1nc(-c2ccccc2Cl)oc1NCc1ccco1
29	Cc1cccc(N2CC(C(=O)O)CC2=O)c1 (stereo not given)
30	Cc1cc(SCCC(=O)O)nc2ccccc12
31	Cc1nc(Cl)sc1C(=O)O
32	Cc1cc(=O)[nH]c(SCn2nnc3ccccc3c2=O)n1

Assay by compound	25	26	27	28	29	30	31	32
CatL block	18	-1	-2	7	10	21	-3	·
Cathepsin G inh	-5	-7	10	10	8	·	8	8
ROCK2 inh	5	·	-1	3	5	8	1	3
CatB mixtures	-3	2	5	6	-7	·	3	-7
PKA kinase inh	7	0	-5	6	2	5	3	7
HER2 expr 66K	97	·	100	81	111	108	103	105
CatS block	-2	4	-2	-10	1	·	-2	0
CatB inh	4	3	-1	1	-3	-3	2	4
C1s block	-12	-17	16	15	-1	·	15	5

33	CCC(=O)N1c2ccc(S(=O)(=O)N(CCO)Cc3ccccc3)cc2CC1C (stereo not given)
34	CC(=O)c1ccc(NC(=O)N2CCN(c3cccc(Cl)c3)CC2)cc1
35	CCOC(=O)c1ccc2[nH]c(C)c(CN3CCN(C)CC3)c(=O)c2c1
36	Cc1ccc(NS(=O)(=O)c2cc(C(=O)O)ccc2Cl)c(C)c1
37	Cc1cc2nc(SCCN3CCCC3)[nH]c2cc1C
38	CSC1=NCCN1C(=O)c1ccc(S(=O)(=O)N2CCOCC2)cc1
39	O=C(c1ccco1)N1CCN(C(=O)c2cc(-c3ccccn3)nc3ccccc23)CC1
40	CCOc1ccc2nc(NC(=O)C3CCN(c4cnccn4)CC3)sc2c1

Assay by compound	33	34	35	36	37	38	39	40
CatL block	0	11	13	8	-3	·	-1	·
Cathepsin G inh	25	-2	7	2	4	1	-12	9
ROCK2 inh	-1	8	8	-2	5	-3	-3	2
CatB mixtures	2	-7	7	0	1	5	6	5
PKA kinase inh	-3	1	2	-2	7	-9	2	3
HER2 expr 66K	122	119	112	100	81	104	78	73
CatS block	11	3	11	3	-9	11	12	13
CatB inh	8	-4	-1	-1	0	7	10	9
C1s block	12	5	9	0	-31	-35	-9	16

41	C=C(C)COc1ccc2c3c(c(=O)oc2c1OCC(=C)C)CCC3
42	CCCNC(=O)c1cc(-c2ccc(Br)cc2)on1
43	CC1CCC(NC(=O)Cn2c(=O)[nH]c3ccsc3c2=O)CC1 (stereo not given)
44	Cc1ccc(F)cc1NC(=O)Cc1nn(C)c(=O)c2ccccc12
45	CCN(CC)C(=O)c1scc2c1OCCO2
46	Fc1ccccc1CCNc1nnnn1-c1ccccc1
47	COC(=O)c1sccc1NC(=O)c1c(C)noc1C
48	CCn1nnc(NC(=O)c2c(OC)cccc2OC)n1

Assay by compound	41	42	43	44	45	46	47	48
CatL block	·	11	2	3	-7	-5	0	·
Cathepsin G inh	7	9	10	10	-3	6	-9	-1
ROCK2 inh	4	6	·	·	5	·	7	4
CatB mixtures	2	4	4	5	3	2	7	3
PKA kinase inh	8	5	8	3	2	8	9	11
HER2 expr 66K	163	87	71	77	121	114	65	97
CatS block	4	0	-5	-19	-6	10	-2	3
CatB inh	3	3	0	3	-6	-1	0	5
C1s block	4	-14	17	11	-13	0	-4	-3

49	CCOC(=O)c1c(N)c(C#N)nn1-c1ccccc1C(=O)OC
50	CCN1CCN(c2cc(C)c3cc(NC(=O)c4cncc(Br)c4)ccc3n2)CC1
51	COc1ccc(C(=O)CSc2nc3nc(C)cc(C)c3c(=O)[nH]2)cc1OC
52	CCC(=O)Nc1nc2ccc(NC(C)=O)cc2s1
53	O=C(CN1CCOCC1)N1CCCc2c1c(=O)oc1ccc(OCc3ccccc3)cc21
54	CCCCCN=C(C)c1c(O)c2ccccc2oc1=O
55	NC(=O)CCn1c(=O)oc2ccccc21
56	O=C(Oc1ccnc2cc(Cl)ccc12)N1CCOCC1

Assay by compound	49	50	51	52	53	54	55	56
CatL block	4	18	6	6	-2	14	5	1
Cathepsin G inh	20	10	-7	0	-5	2	-3	-2
ROCK2 inh	-5	·	-4	5	1	2	9	5
CatB mixtures	23	5	1	0	3	7	-2	0
PKA kinase inh	-4	-4	-4	15	7	-2	12	8
HER2 expr 66K	122	107	108	85	87	66	103	94
CatS block	11	9	18	-3	1	2	7	-6
CatB inh	3	3	5	5	3	-3	2	-6
C1s block	9	16	-6	2	3	4	0	-19

57	O=C(c1cccnc1)N(Cc1ccccc1)c1ccccc1
58	Cc1cccc(C#N)c1NC1=CC(=O)CC(C)(C)C1
59	CCCCc1nc2ccccc2c(NC(=O)CN2CCN(C)CC2)c1CCC
60	Cn1c(C(=O)NCCCN2CCCCC2)cc2sccc21
61	COc1ccc(OC)c(S(=O)(=O)N2c3cc(F)ccc3CCC2C)c1 (stereo not given)
62	Cc1ccc(C(=O)Nc2cc(=O)n(C)c(=O)n2C)cc1C
63	COCCN1CCn2c(nc3cc(NC(=O)NC4CCCCC4)ccc32)C1
64	O=C1COc2ccc(C(=O)COC(=O)c3ccc4ccccc4n3)cc2N1
65	COc1ccc(C(c2nnnn2CC2CCCO2)N2CCN(c3ccc(F)cc3)CC2)cc1 (stereo not given)
66	CC1=C(C(=O)Nc2ccccn2)C(c2ccc(F)cc2)n2ncnc2N1 (stereo not given)
67	Clc1ccc(Cn2c(CN3CCCC3)nc3ccccc32)cc1

Assay by compound	57	58	59	60	61	62	63	64	65	66	67
CatL block	13	19	4	6	6	·	-28	26	6	-10	-7
Cathepsin G inh	-2	9	12	-13	12	-1	-8	1	-2	9	13
ROCK2 inh	3	-5	4	-11	2	7	2	0	-2	4	9
CatB mixtures	0	2	4	0	5	3	-8	9	2	-3	5
PKA kinase inh	1	0	6	0	3	6	6	-1	-2	6	0
HER2 expr 66K	58	115	91	171	83	99	77	87	102	143	121
CatS block	6	-2	8	-6	6	-1	-9	16	7	15	17
CatB inh	1	14	8	0	4	-1	-5	-3	4	4	3
C1s block	-2	10	12	-21	-23	-2	-21	-2	-4	2	14

# Screening data as filed in PubChem BioAssay.
